# Assay outcomes (PubChem)
# USP2a inh: blocks human ubiquitin-specific protease USP2a; O75604; USP2 core, Ub-CHOP2 coupled fluorogenic reporter, 485/531; Potency, µM (top dose mostly 38.3 µM), without a hit: top-dose activity change, negative = inhibition, actives largely listed as inhibitors; 330,000 tested, 0.01% active; AID 463254;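 note: potency is the fitted concentration of half-maximal effect; plate controls were DMSO wells for no effect and full inhibition by NEM control for full effect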
#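 Deubiquitinase activity read as fluorescence (485/531 nm) after Ub-CHOP2 cleavage activates the enterokinase reporter on its substrate; USP2 core 10nM, Ub-CHOP2 and substrate 25nM each, 30min compound preincubation then 60min RT; data normalized to NEM, curves fitted.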
# B2AR arrestin: agonists driving beta-arrestin recruitment to human beta2-adrenergic receptor; P07550; beta-arrestin recruitment to beta2AR, cell-based reporter; Potency, µM (top dose mostly 46.1 µM), without a hit: at the highest dose activation, hits mostly activators; 330,000 tested, 0.02% active;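 note: potency is the fitted concentration of half-maximal effect; 0% = DMSO controls and full agonism = EC100 isoproterenol or metaproterenol; nearly all actives have a fitted effect of over 65% in size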
# Giardia kill: kills Giardia lamblia. 340,000 tested, 0.15% active. Giardia lamblia trophozoite viability. activity change, % at 7.66 µM, hits read low. AID 540267; in the data active = activity change below about -80%; inconclusive = between about -30% and that limit;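 note: parasites exposed to compound for two days anaerobically before the ATP read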
#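 Luminescent ATP signal served as the viability read-out, measured 15-30 min after adding ATP detection reagent to trophozoites that had been incubated with compounds for 48 hrs at 37 deg C anaerobically at 100 cells/well.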
# GALK inhibitor: inhibitors of human galactokinase. AID 1868. P51570. Purified GALK, Kinase-Glo residual ATP luminescence. 270,000 tested, 0.007% active. Potency, µM (highest dose often 57.5 µM), for the others: at the top dose activity change, negative = inhibition, usual class: inhibitors; note: potency is the fitted concentration of half-maximal effect
#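 Luminescence from leftover ATP (Ultra-Glo luciferase/luciferin) served as read-out after a 1 h room-temperature reaction of 5 nM GALK with 35 uM ATP and 100 uM galactose.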
# KCNH2 3.1 block: blocks the human KCNH2 3.1 channel isoform; U2OS KCNH2 3.1, thallium flux FluxOr; stronger effect = lower value; activity change, % (tested at about 1.8 µM); 340,000 tested, 0.95% active; AID 720553;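 active = maximum activity change below -70%; inconclusive = maximum activity change from -70% to -50%; inactive = maximum activity change above -50%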;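 note: thallium influx rate constant from kinetic fluorescence after stimulation buffer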
#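 Kinetic fluorescence (2 min after stimulation buffer) measures Tl+ influx through KCNH2 3.1 expressed by viral transduction in U2OS cells; the rate constant is normalized against DMSO controls serving as positive and negative references.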
# Eya2 phos inh: inhibitors of human Eya2 phosphatase activity. recombinant Eya2, OMFP fluorescence dephosphorylation (OMFP is methylfluorescein phosphate). Potency, µM (top dose mostly 76.9 µM), for the others: top-dose activity, negative = inhibition, actives largely listed as inhibitors. 330,000 tested, 0.006% active. O00167; note: potency is the fitted concentration of half-maximal effect
#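 Eya2 (0.2 uM) preincubated 10 min at ambient with compound, then OMFP substrate added at 50 uM; 10 min reaction in 50 mM HEPES pH 7.5, 50 mM NaCl, 5 uM MgCl2, 0.05% BSA, 1 mM DTT. Fluorescence read at Ex 485/Em 525 nm.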
# uPA generation: cell surface uPA generation inhibition. AID 540303. cell surface uPA generation assay, qHTS. Potency, µM (highest dose often 38.3 µM), without a hit: top-dose activity change, negative = inhibition, usual class: inhibitors. 330,000 tested, 0.31% active; active = well fitted inhibition curve with a large enough effect; inconclusive = small, poorly fitted or top-dose-only effect; inactive = no such curve, though single readings can be large or run the other way; tested in mouse RAW 264.7 cells; note: potency is the fitted concentration of half-maximal effect; nearly all actives have a fitted effect of over 55% in size
# BCR signal inh: chronic active BCR signaling inhibition. AID 493014. Potency, µM (titrated, usually from 46.1 µM), for inactives: top-dose ratio change, negative = lower green/red ratio, actives largely listed as inhibitors. 340,000 tested, 0.05% active. ABC-DLBCL IkBa-CBG/CBR reporter, luminescence ratio, 4 h; active = well fitted inhibition curve with a large enough effect in the signal ratio, with a control signal flat, not every such curve was filed as active; inconclusive = small, poorly fitted or top-dose-only effect, or effect the other way, or a change in a side signal; the % refers to the signal ratio;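 note: potency is the fitted concentration of half-maximal effect; plate controls were basal doxycycline-induced cells for no effect and cells given 10 µM MG132 for full effect; MG132 reads +100%, hits lower the ratio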
#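 Doxycycline induced both beetle luciferases in TMD8 lymphoma cells; IKK-driven degradation limits the IkappaBalpha-fused green signal, while red luminescence normalises for cell number and nonspecific effects. Compounds tested up to 46 uM, 4 hrs.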
# Coupling enz: inhibits coupling enzyme system, counter-screen for aldolase hits; coupling enzyme system counterscreen, AmpLite Red fluorescence; activity change, negative = inhibition, % at 58.2 µM, hits read low; 290,000 tested, 0.67% active; in the data active = activity change below about -30%
#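 Compounds tested against the coupling enzymes alone at 57.5 uM final; readout was AmpLite Red fluorescence (525/598 nm) after 20 min at RT.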
# PKM2 act: PKM2 (human) enzyme activation. 260,000 tested, 0.34% active. purified PKM2, Kinase-Glo ATP luminescence, activation; response scale: 0% is enzyme alone, no compound. Potency, µM (highest dose often 57.5 µM), without a hit: at the highest dose activation, actives largely listed as activators. P14618. AID 1631; note: potency is the fitted concentration of half-maximal effect; nearly all actives have a fitted effect of over 55% in size
#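 Kinase-Glo luminescence reports ATP generated from ADP (0.1 mM) and PEP (0.5 mM) by purified hPK-M2 after 1 h at room temperature, pH 7.2 imidazole buffer; intermediate enzyme activity allows detecting inhibitors and activators.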
# hERG WT inh: KCNH2 (human, wildtype) channel inhibition; U2OS, BacMam KCNH2, thallium flux FluxOr; stronger effect = lower value; activity change, % at 1.84 µM; 340,000 tested, 0.37% active; AID 720551;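 active = maximum activity change below -70%; inconclusive = maximum activity change between -70% and -50%; inactive = maximum activity change above -50%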
# Target sequence (Q12809 whole entry, looked up): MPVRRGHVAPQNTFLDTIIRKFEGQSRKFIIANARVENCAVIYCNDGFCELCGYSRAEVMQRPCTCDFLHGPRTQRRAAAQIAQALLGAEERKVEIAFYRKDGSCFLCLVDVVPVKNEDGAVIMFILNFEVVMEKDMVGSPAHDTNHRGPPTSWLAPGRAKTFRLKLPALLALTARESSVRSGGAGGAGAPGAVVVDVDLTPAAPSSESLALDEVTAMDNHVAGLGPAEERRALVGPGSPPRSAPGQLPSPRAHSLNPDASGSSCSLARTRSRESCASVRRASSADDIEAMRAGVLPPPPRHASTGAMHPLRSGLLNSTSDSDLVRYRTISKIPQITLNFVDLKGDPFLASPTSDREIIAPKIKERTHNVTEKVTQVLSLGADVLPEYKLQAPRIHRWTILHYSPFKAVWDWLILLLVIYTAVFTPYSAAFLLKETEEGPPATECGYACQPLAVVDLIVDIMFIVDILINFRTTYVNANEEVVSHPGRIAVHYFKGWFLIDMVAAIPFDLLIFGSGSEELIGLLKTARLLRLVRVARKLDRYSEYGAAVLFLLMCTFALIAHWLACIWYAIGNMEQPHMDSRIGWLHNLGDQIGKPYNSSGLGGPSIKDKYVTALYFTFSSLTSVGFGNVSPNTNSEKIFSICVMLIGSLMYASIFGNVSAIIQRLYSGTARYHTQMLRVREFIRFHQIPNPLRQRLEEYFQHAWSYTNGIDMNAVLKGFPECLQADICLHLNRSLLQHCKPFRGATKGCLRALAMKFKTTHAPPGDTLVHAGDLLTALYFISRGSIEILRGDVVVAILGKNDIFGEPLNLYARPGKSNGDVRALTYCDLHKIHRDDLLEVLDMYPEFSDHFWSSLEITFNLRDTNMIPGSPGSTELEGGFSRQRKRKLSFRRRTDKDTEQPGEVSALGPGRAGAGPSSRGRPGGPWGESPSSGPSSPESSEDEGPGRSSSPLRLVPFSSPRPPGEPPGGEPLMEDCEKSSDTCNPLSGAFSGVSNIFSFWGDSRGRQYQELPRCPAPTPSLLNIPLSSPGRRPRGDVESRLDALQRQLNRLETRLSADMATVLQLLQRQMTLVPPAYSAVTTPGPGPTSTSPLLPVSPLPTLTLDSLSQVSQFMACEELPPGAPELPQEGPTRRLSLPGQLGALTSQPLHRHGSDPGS
#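 U2OS cells transduced with wild-type KCNH2 virus are loaded with FluxOr dye for 45 min, and thallium flux is measured in kinetic reads before and after stimulation buffer. Rate constants are normalized to DMSO controls.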
# * marks the source's active call; other numbers are inactive results; u = inconclusive; x = not tested or not shown; [ ] = another dose, or the depositor's remark. Unless noted, calls come from the whole dose curve; as a rule, active = well fitted curve in the direction sought with a large enough effect; inconclusive = small, poorly fitted or top-dose-only effect, or another doubt; inactive = no such curve, though single readings can be large; an effect the other way counts as inactive or inconclusive. Unless noted, % is set by controls: 0 for no effect and ±100 for the full control effect.
[1] COC(=O)c1ccc(C2/C(=C(/O)c3ccc(OC)cc3)C(=O)C(=O)N2c2cc(C)on2)cc1 (stereo not given)
[2] COc1cc(-c2c(-c3cccc(C)c3)oc3ccccc23)cc(OC)c1OC
[3] COc1ccc(-c2cc(C(F)(F)F)nc(SCC(=O)N(C)Cc3cnn(C)c3C)n2)cc1OC
[4] CCCCCn1c(NC2CCCCC2)nc2c1c(=O)[nH]c(=O)n2C
[5] Cc1nc2ccc(C(=O)O)cc2nc1C
[6] Cc1ccccc1Nc1ccc(S(=O)(=O)N2CCOCC2)cc1[N+](=O)[O-]
screen / no.,1,2,3,4,5,6
USP2a inh,-1%,-1%,0%,1%,3%,2%
B2AR arrestin,-0.9%,0.2%,-0.6%,-1.2%,-0.7%,-0.2%
Giardia kill,-5,11,-10,-13,-18,-2
GALK inhibitor,1%,x,0%,1%,1%,-2%
KCNH2 3.1 block,-17,2,6,-43,1,-8
Eya2 phos inh,9%,2%,0%,-6%,0%,1%
uPA generation,0%,12%,-8%,7%,0%,-2%
BCR signal inh,u,u,-1%,u,-5%,-2%
Coupling enz,2,-4,-1,2,4,4
PKM2 act,-14%,3%,2%,-7%,2%,-2%
hERG WT inh,0,-1,-9,-4,-12,2

[7] O=C(NCc1nnnn1-c1ccc(F)cc1)c1ccc([N+](=O)[O-])o1
[8] NC(=O)[C@H](Cc1cc2ccccc2s1)NC(=O)[C@@H]1CC2(CC(c3cccc(NC(=O)[C@@H]4CCC(=O)N4)c3)=NO2)CN1C(=O)/C=C/Sc1ccccc1 (stereo not given in full)
[9] Cc1cnc(NC(=O)Cc2ccc(C)c(C)c2)s1
[10] CCN(CC)c1nc2cc(C)ccc2cc1/C=C(\C#N)C(N)=O
[11] CC(N)C12CC3CC(CC(O)(C3)C1)C2 (stereo not given)
[12] O=C(CSc1nnc(CNC(=O)c2ccco2)o1)c1ccccc1
screen / no.,7,8,9,10,11,12
USP2a inh,0%,-3%,3%,3%,4%,-4%
B2AR arrestin,0.6%,0.1%,0.3%,0.1%,0.2%,0.0%
Giardia kill,-95*,13,-14,33[activator],-7,-12
GALK inhibitor,x,x,1%,-5%,1%,3%
KCNH2 3.1 block,1,17,-11,-22,3,26
Eya2 phos inh,8%,4%,7%,5%,1%,-13%
uPA generation,-11%,11%,8%,0%,-3%,2%
BCR signal inh,u,-3%,u,-3%,-2%,1%
Coupling enz,x,-7,-2,-4,2,3
PKM2 act,x,-3%,x,12%,-3%,7%
hERG WT inh,3,9,2,11,9,-1

# Overlap with the part before: 2 entries; new compounds follow.
[11] CC(N)C12CC3CC(CC(O)(C3)C1)C2 (stereo not given)
[12] O=C(CSc1nnc(CNC(=O)c2ccco2)o1)c1ccccc1
[13] O=C(COc1ccc([N+](=O)[O-])cc1)NCCC1=CCCCC1
[14] CCCS(=O)(=O)N1CCN(S(=O)(=O)c2ccccc2[N+](=O)[O-])CC1
[15] CN(c1ccccc1)c1nc(N)c([N+](=O)[O-])c(N2CCCCC2)n1
[16] Cc1ccccc1C(=O)c1cccn1CC(=O)NCc1cccc(Cl)c1
[17] CCOc1ccc(S(=O)(=O)Nc2ccc3c(c2)OCO3)c2cccnc12
[18] COc1ccc(-c2cc(C(F)F)n3ncc(C(=O)N4CCc5ccccc5C4)c3n2)cc1
screen / no.,11,12,13,14,15,16,17,18
USP2a inh,4%,-4%,2%,3%,-2%,1%,2%,2%
B2AR arrestin,0.2%,0.0%,-0.2%,-0.2%,-0.3%,0.1%,-0.2%,0.4%
Giardia kill,-7,-12,-7,-1,1,31[activator],1,-3
GALK inhibitor,1%,3%,3%,-3%,0%,2%,2%,1%
KCNH2 3.1 block,3,26,3,8,-2,8,19,x
Eya2 phos inh,1%,-13%,0%,3%,1%,-10%,-7%,1%
uPA generation,-3%,2%,-1%,2%,6%,6%,2%,-8%
BCR signal inh,-2%,1%,1%,-7%,u,-6%,-10%,-26%
Coupling enz,2,3,4,2,2,8,-4,-3
PKM2 act,-3%,7%,2%,11%,0%,x,u,7%
hERG WT inh,9,-1,14,-4,-1,5,-5,3

[19] O=[N+]([O-])c1ccc(-c2nc(Nc3cccc(O)c3)c3ccccc3n2)cc1
[20] CCCc1[nH]nc2c1C(c1ccc(OC)c(CSC3=NCCS3)c1)C(C#N)=C(N)O2 (stereo not given)
[21] Cc1ccccc1C(=O)NNC(=O)C(C)N1C(=O)c2ccccc2C1=O (stereo not given)
[22] O=C(COc1ccc2ccc(=O)oc2c1)N1CC[C@@]2(O)CCCC[C@H]2C1
[23] Cn1c(=O)c2cc(S(=O)(=O)NC(Cc3ccccc3)C(=O)NCc3ccco3)ccc2n(C)c1=O (stereo not given)
[24] CC(C)CCN(C)C1CCN(C(=O)Nc2c(F)cccc2F)CC1
screen / no.,19,20,21,22,23,24
USP2a inh,-2%,-4%,0%,0%,0%,4%
B2AR arrestin,-0.6%,0.2%,0.4%,-0.8%,0.0%,-0.3%
Giardia kill,-19,-15,15,-15,9,-26
GALK inhibitor,-4%,-2%,2%,x,3%,1%
KCNH2 3.1 block,7,2,-73*,-3,13,10
Eya2 phos inh,-3%,-9%,-18%,4%,13%,11%
uPA generation,0%,-1%,10%,13%,-4%,5%
BCR signal inh,u,u,11%,3%,-18%,3%
Coupling enz,-2,-41*,-1,2,0,3
PKM2 act,x,u,2%,-4%,21%,-3%
hERG WT inh,10,-1,-8,-2,6,-4

[25] CC(=O)N1CCN(S(=O)(=O)c2ccc(C)cc2)C1C(C)C (stereo not given)
[26] OC(CNCCNc1ncccc1C(F)(F)F)Cn1ccc2ccccc21 (stereo not given)
[27] c1ccc(C2=Nn3c(nnc3-c3cccs3)SC2)cc1
[28] CC(=O)[C@@]1(O)CCC2C3C=CC4=CC(=O)CC[C@]4(C)C3CC[C@@]21C (stereo not given in full)
[29] O=C(NC1CCCC1)C1c2ccccc2C(=O)N1C1CCCCC1 (stereo not given)
[30] O=C(C1=C(O)C(=O)N(Cc2ccccc2)C1c1ccncc1)c1ccco1 (stereo not given)
screen / no.,25,26,27,28,29,30
USP2a inh,-2%,0%,-1%,2%,-2%,2%
B2AR arrestin,-0.9%,0.0%,-0.3%,0.4%,-0.5%,-0.1%
Giardia kill,3,7,46[activator],20,1,5
GALK inhibitor,3%,-1%,1%,x,-1%,0%
KCNH2 3.1 block,-11,-41,4,9,0,-9
Eya2 phos inh,-5%,3%,-3%,-13%,7%,-18%
uPA generation,3%,-2%,0%,-2%,x,-4%
BCR signal inh,1%,u,u,-6%,3%,6%
Coupling enz,5,1,0,x,3,-3
PKM2 act,0%,-2%,1%,x,-2%,1%
hERG WT inh,-1,-5,5,10,-27,23

[31] COC(=O)C/C=C/[C@@H](C)[C@@H](/C=N/OCC[C@@H]1C=C[C@H](OC(C)=O)[C@@H](COC(C)=O)O1)NS(=O)(=O)c1ccc(C)cc1
[32] COc1ccc(NC(=O)CCS(=O)(=O)c2ccc(Br)s2)cc1
[33] COc1ccc(CNC(=O)c2c(-c3c(F)cccc3Cl)noc2C)cc1
[34] CC(C)(C)NC(=O)c1cccc(NC(=O)c2ccco2)c1
[35] NC(=O)C1CCN(Cc2nc3cc(C(F)(F)F)ccc3c(=O)[nH]2)CC1
[36] O=S(=O)(c1ccc(Br)s1)N1CCC(Cc2ccccc2)CC1
[37] C/C(=N/NC(=O)c1ccoc1C)c1ccc(NC(=O)c2ccncc2)cc1
[38] CCOc1ccc(OCC)c(NC(=O)CSc2nc3c(c(=O)n(C)c(=O)n3C)n2C)c1
screen / no.,31,32,33,34,35,36,37,38
USP2a inh,-5%,-3%,0%,5%,3%,-4%,6%,0%
B2AR arrestin,-0.3%,0.1%,-0.2%,0.3%,-0.9%,0.3%,4.3%,-0.1%
Giardia kill,x,-4,8,5,25,4,2,x
GALK inhibitor,x,0%,4%,-4%,x,2%,2%,-1%
KCNH2 3.1 block,x,8,-5,2,-12,-7,5,x
Eya2 phos inh,4%,3%,10%,-3%,4%,-1%,-2%,18%
uPA generation,x,1%,3%,-2%,u,x,0%,x
BCR signal inh,-4%,1%,-4%,-9%,8%,-7%,u,-2%
Coupling enz,1,-1,4,4,-2,-2,2,1
PKM2 act,2%,-2%,x,3%,-1%,-11%,-25%,-4%
hERG WT inh,x,4,-5,1,5,-13,5,x

# Structures shown so far containing a Cl atom:
[16] Cc1ccccc1C(=O)c1cccn1CC(=O)NCc1cccc(Cl)c1
[33] COc1ccc(CNC(=O)c2c(-c3c(F)cccc3Cl)noc2C)cc1
screen / no.,16,33
USP2a inh,1%,0%
B2AR arrestin,0.1%,-0.2%
Giardia kill,31[activator],8
GALK inhibitor,2%,4%
KCNH2 3.1 block,8,-5
Eya2 phos inh,-10%,10%
uPA generation,6%,3%
BCR signal inh,-6%,-4%
Coupling enz,8,4
PKM2 act,x,x
hERG WT inh,5,-5
